# From PubChem
# Polio RdRp inh: poliovirus RNA polymerase inhibition; P03300; poliovirus polymerase elongation, fluorescence polarization; hits give low values; % elongation, % (compound at 16.7 µg/mL); actives 0.66% (n = 150,000); in the data active = % elongation below about 90%; note: some results filed as inactive read as strong as hits
# Target sequence (P03300 1749-2209 limits assumed): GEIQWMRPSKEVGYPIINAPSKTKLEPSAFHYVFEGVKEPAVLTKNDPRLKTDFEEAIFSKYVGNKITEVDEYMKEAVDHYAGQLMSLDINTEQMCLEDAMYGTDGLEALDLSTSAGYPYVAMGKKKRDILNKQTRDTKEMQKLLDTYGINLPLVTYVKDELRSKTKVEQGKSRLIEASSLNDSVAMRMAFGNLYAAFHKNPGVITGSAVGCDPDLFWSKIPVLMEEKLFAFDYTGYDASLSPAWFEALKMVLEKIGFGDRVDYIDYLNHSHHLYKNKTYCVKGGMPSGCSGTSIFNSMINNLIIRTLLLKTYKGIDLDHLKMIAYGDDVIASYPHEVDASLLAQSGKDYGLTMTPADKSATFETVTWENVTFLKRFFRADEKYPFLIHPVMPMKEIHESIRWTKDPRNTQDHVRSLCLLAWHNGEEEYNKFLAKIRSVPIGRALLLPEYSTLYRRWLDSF
# Polio RdRp inh FP z-score: recorded beside Polio RdRp inh, whose call it bears; z-score; measured here: FP z-score; hits read low
# An asterisk follows results filed as active. This is a subset, so the mix of outcomes need not match the whole.
molecule	Polio RdRp inh	Polio RdRp inh FP z-score
CCOCCc1nn2c(=O)cc(COC(=O)COc3ccc(C)c(C)c3)nc2s1	105.0	-0.3
COc1ccc(S(=O)(=O)N2CCCCC2C)cc1 (configuration not stated)	101.0	-0.2
CCc1ccc(NC(=O)C2CCCN(S(=O)(=O)c3cccc4nonc34)C2)cc1 (configuration not stated)	105.0	-0.2
CCOC(=O)c1ccc(Nc2c(C(=O)OCC)cnc3ccccc23)cc1	103.0	0.6
Cc1ccc(S(=O)(=O)N2CCCCC2C)cc1 (configuration not stated)	102.0	0
CCN(CC)CCN1C(=O)C(=O)/C(=C(/O)c2ccc(OC)cc2C)C1c1ccc(F)cc1 (configuration not stated)	103.0	0.7
COC(=O)c1ccc(COc2ccccc2C(N)=O)cc1	99.0	-0.1
S=C(Nc1cccnc1)NC1CCCC1	97.0	-1.7
O=C(O)COCC(=O)Nc1cccc(C(=O)O)c1	101.0	-0.3
Cc1cc(C(=O)CSc2nnc(-c3ccco3)o2)c(C)n1-c1nccs1	107.0	0.6
O=C(Nc1cccc(C(F)(F)F)c1)c1ccc2snnc2c1	111.0	0.7
COc1cccc(CNC(=O)C(C)n2sc3ccccc3c2=O)c1 (configuration not stated)	100.0	-0.9
COc1cccc(-c2noc(N3CCC4(CC3)OCCO4)n2)c1	104.0	1.7
Cc1c(C)c(C)c(S(=O)(=O)N=C(N)N)c(C)c1C	112.0	1.3
CC1CCN(S(=O)(=O)c2ccc(C(=O)Nc3ccc4c(c3)C(=O)NC4=O)cc2)CC1	101.0	-0.2
CN(Cc1ccccc1)C(=O)c1cc2c(=O)n3ccccc3nc2n1C	101.0	0.5
CC1CCN(c2c(S(=O)(=O)c3ccccc3)cnc3ccccc23)CC1	100.0	-1.4
Cc1cc(OC(=O)/C=C/c2ccco2)ccc1Cl	102.0	0.1
CCn1c(=O)c(=O)[nH]c2c(=O)oc3ccccc3c21	102.0	0
CN1CCN(C2(CNC(=O)c3ccc([N+](=O)[O-])cc3)CCCCC2)CC1	105.0	-0.5
Cc1oc(-c2ccccc2Cl)nc1CS(=O)(=O)CC(=O)NCCN1CCOCC1	101.0	-1.3
O=C(COC(=O)c1ccccc1O)NCc1ccccc1	104.0	0.1
N=C1/C(=C\c2ccc(SCc3ccccc3)o2)C(=O)N=C2SC(CC(=O)N3CCOCC3)=NN12	95.0	-0.9
Clc1ccccc1CN1CCN(/N=C/C=C\c2ccco2)CC1	104.0	0.5
CC(C)c1cnc2c(c1SCC(=O)c1ccc(Cl)cc1)c(=O)n(C)c(=O)n2C	108.0	0
CC(C)(C)c1cc(NC(=O)Nc2ccccc2)no1	102.0	-0.3
Cn1c(=Nc2ccccc2C(=O)O)sc2ccccc21	101.0	-0.4
O=C(Cc1cn2ccsc2n1)N/N=C1\CCCCC1C1CCCCC1 (configuration not stated)	101.0	0
COc1ccc(CN(C)C(=O)Nc2ccccc2)cc1	103.0	0.2
COC(=O)c1cc(NC(=O)CSC2=NCCS2)cc(C(=O)OC)c1	98.0	-0.6
Cc1ccc(N(CC(=O)O)S(=O)(=O)c2ccccc2)cc1	102.0	0.4
CCN(CC)CCN(C)C1CCC(C)CC1 (configuration not stated)	100.0	0
CCOC(=O)C1CCN(C(c2ccncc2)c2c(O)cc(C)n(Cc3cccnc3)c2=O)CC1 (configuration not stated)	103.0	0.2
Cc1ccc(NC(=O)Nc2ccc(N(C)C)cc2)cc1	104.0	0.1
Cc1cccc(C(=O)Nc2ccc(C(=O)OCc3cc(=O)n4nc(CC(C)C)sc4n3)cc2)c1	104.0	-0.6
C/C(=N\NC(=O)c1ccn[nH]1)c1cc(O)ccc1O	104.0	0.8
COc1ccc(Nc2nc(-c3cccs3)cs2)cc1	107.0	0.5
COC(=O)Cn1cc2c(n1)-c1c(oc(C(=O)N3CCCC3)c1C)CC2	94.0	-1.3
Cc1ccc(CNc2nc3nc(C)c(Cl)c(C)n3n2)cc1	117.0	0.1
Cc1ccc(C)c(N2CCN(C(=O)CN3CCSc4ccc(S(=O)(=O)N(C)C)cc43)CC2)c1	108.0	0.2
COc1ccc2c(Sc3ccccc3)c(C(=O)NCc3cc(Br)ccc3OC)[nH]c2c1	96.0	-2.4
COc1ccc(OCCSc2nc3ccccc3n2CC(=O)N2CCOCC2)cc1	107.0	-0.3
O=S(=O)(c1ccc(Cl)cc1)N1CCCC2CCCCC21 (configuration not stated)	102.0	0.1
CCOc1ccc(OC(=O)c2c(-c3ccccc3Cl)noc2C)cc1	106.0	-0.4
COc1cc(Cl)c(C)cc1NC(=O)c1ccc2c(=O)n3c(nc2c1)CCC3	106.0	0.4
COc1cc(C)c(C)cc1S(=O)(=O)N1CCCCC1c1cccnc1 (configuration not stated)	100.0	-0.2
COc1ccc(S(=O)(=O)N(Cc2ccco2)Cc2nnc(-c3cccs3)o2)cc1	99.0	-0.4
COc1ccc(C2CC(=O)C=C(Nc3ccccc3)C2)cc1 (configuration not stated)	105.0	0.1
CCC(C)NC(=O)c1ccc(-n2c(-c3ccccc3)cc3c2CCCC3)cc1 (configuration not stated)	101.0	-1
CN(C)c1ccc(C2CC(C)(N3CCCC3)Oc3cc4c(cc32)OCO4)cc1 (configuration not stated)	99.0	-0.4
O=C(CSC1=Nc2ccccc2C2=NC(CC(=O)NCc3ccco3)C(=O)N12)NCc1ccco1 (configuration not stated)	98.0	-0.9
CN1CCN(C(=O)c2ccc3c(c2)N(Cc2c(F)cccc2Cl)C(=O)c2ccccc2S3)CC1	106.0	-0.9
c1csc(-c2cc(N3CCOCC3)c3ccccc3n2)c1	98.0	-0.5
Cc1ccccc1OCCCCn1c(C2CC(=O)N(c3ccccc3Cl)C2)nc2ccccc21 (configuration not stated)	108.0	0.2
COCCc1nn2c(=O)cc(COC(=O)c3ccc(OC)c(OC)c3)nc2s1	104.0	-0.4
Nc1ccn(C2O[C@H](CO)[C@@H](O)[C@@H]2O)c(=O)n1 (some centres not stated)	99.0	-0.4

# Carrying on.
molecule	Polio RdRp inh	Polio RdRp inh FP z-score
Cc1ccc2oc(=O)c3cnn(CC(=O)NCCC4=CCCCC4)c3c2c1	101.0	0.2
CCC(Sc1nc(-c2ccccc2F)nc2c1Cc1c(CO)cnc(C)c1O2)C(=O)Nc1cc(C)ccc1C (configuration not stated)	108.0	0.2
CNCCc1c(-c2ccccc2)n(-c2ccccc2)c2ccccc12	100.0	-0.4
CCc1ccc(C2=NNC(=O)CC2)cc1	100.0	-0.6
COc1ccc(-c2cn3nc(N4CCCC(C(=O)NCc5ccc(Cl)cc5)C4)sc3n2)cc1 (configuration not stated)	110.0	1.3
CCc1cc2c(-n3nc(C)cc3C)ncnc2s1	100.0	-0.3
Cc1nn(CC(=O)NCc2ccc(N(C)C)cc2)c(=O)c2c(C)n(-c3ccc(Cl)cc3)nc12	104.0	-1
CC(C)CCSc1nc2ccccc2n1Cc1cc(=O)n2ccsc2n1	103.0	-0.2
CC(=O)c1ccc(NC(=O)CSc2nccn2Cc2ccco2)cc1	106.0	-0.3
Nn1cnnc1SCc1ccc(F)cc1	102.0	0.2
COC(=O)CNC(c1ccccc1)c1cc(Br)ccc1N=Cc1ccccc1O (configuration not stated)	104.0	0.5
Cc1ccc(OCC(=O)Nc2ccc3nc(SCC(=O)N4CCOCC4)sc3c2)cc1	108.0	0.3
Cc1cc2oc(=O)c3c(c2cc1OCC(N)=O)CCCC3	101.0	0.3
Cc1ccc(C)c(-c2csc(-c3c(N)c(C(=O)c4ccc5c(c4)OCO5)n4ccccc34)n2)c1	109.0	0.3
CSc1ccc(C(=O)O)cc1	98.0	-0.5
CCOC(=O)c1ccc2ncc(C(=O)OCC)c(Nc3ccc(C)c(Br)c3)c2c1	107.0	0.8

# 6 structures out of the list, ordered by length of the SMILES, high to low.
molecule	Polio RdRp inh	Polio RdRp inh FP z-score
Cc1ccc(C)c(-c2csc(-c3c(N)c(C(=O)c4ccc5c(c4)OCO5)n4ccccc34)n2)c1	109.0	0.3
CCOC(=O)c1ccc2ncc(C(=O)OCC)c(Nc3ccc(C)c(Br)c3)c2c1	107.0	0.8
COC(=O)CNC(c1ccccc1)c1cc(Br)ccc1N=Cc1ccccc1O (configuration not stated)	104.0	0.5
CC(=O)c1ccc(NC(=O)CSc2nccn2Cc2ccco2)cc1	106.0	-0.3
Cc1cc2oc(=O)c3c(c2cc1OCC(N)=O)CCCC3	101.0	0.3
CSc1ccc(C(=O)O)cc1	98.0	-0.5

# Later entries:
molecule	Polio RdRp inh	Polio RdRp inh FP z-score
COc1ccc(OC)c(NC(=O)CN2C(=O)CCc3cc(S(=O)(=O)N4CCCCC4)ccc32)c1	110.0	1
COc1cc(NC(=O)c2cccc3c2C(=O)N(Cc2cccnc2)C3)cc(OC)c1OC	101.0	0.4
COc1ccc(NC(=O)CCS(=O)(=O)c2nc(-c3ccc4c(c3)OCO4)cc(C(F)(F)F)n2)c(OC)c1	104.0	0
CC1CCC[S+](c2cc(O)ccc2O)C1 (configuration not stated)	101.0	-0.1
CC1CCCN(C2(O)C(=O)N(C)c3ccc(Br)cc32)C1 (configuration not stated)	101.0	0.3
CN1CC(=O)N/C1=N/C(=O)Nc1ccc2c(c1)N(C)C(=O)CS2	104.0	0.7
O=C(NC1CCCCC1)NC1CCN(Cc2nnnn2Cc2ccc(F)cc2)CC1	102.0	0.3
N#Cc1ccccc1NC(=O)CCCC(=O)Nc1ccccc1C#N	108.0	0.5
Cc1ccc(CNC(=O)C2CCCN(C(=O)N(C)C)C2)cc1 (configuration not stated)	98.0	-0.9
CCOc1ccc(NC(=O)CCCn2c(C)c3cnn(-c4ccccc4)c(=O)c3c2C)cc1	104.0	-0.4
O=C(O)C1C2C=CC(C2)C1C(=O)NNc1ncnc2ccccc12 (configuration not stated)	105.0	0.6
CC(=O)Nc1ccc(C(=O)COc2ncnc3c2cnn3-c2ccccc2)cc1	102.0	-0.1
COCc1cc(C)nc(SCCN(C)C)c1C#N	105.0	1.3
Fc1ccc(-c2noc3ncnc(NCC4CCCO4)c23)cc1 (configuration not stated)	100.0	-0.5
Cc1ccc2oc(=O)c(/C=C(\O)C(C)(C)C)nc2c1	100.0	-0.6
CCN(CC)S(=O)(=O)c1ccc(C(=O)NNc2nc3c(OC)ccc(OC)c3s2)cc1	98.0	-1.8

# 2 compounds picked at random from those above:
molecule	Polio RdRp inh	Polio RdRp inh FP z-score
CC(=O)c1ccc(NC(=O)CSc2nccn2Cc2ccco2)cc1	106.0	-0.3
CC(C)c1cnc2c(c1SCC(=O)c1ccc(Cl)cc1)c(=O)n(C)c(=O)n2C	108.0	0

# Later entries:
molecule	Polio RdRp inh	Polio RdRp inh FP z-score
CC1Cc2nc(SCC(=O)NCc3ccco3)n(Cc3ccccc3)c(=O)c2S1 (configuration not stated)	101.0	-0.1
CCOc1ccc(-c2noc(CSc3nnc(Cc4ccccc4)n3-c3ccc(F)cc3)n2)cc1	107.0	0
CC(C)C(=O)NCCN1C(=O)S/C(=C\c2cccs2)C1=O	96.0	-0.8
COc1ccc(-c2nnc(SCc3ccc(C#N)cc3)n2C(C)C)cc1	106.0	0.6
O=C(NCc1ccccc1)C1CC1	110.0	0.7
NC(=O)c1oc2ccccc2c1NC(=O)CN1C(=O)c2ccccc2C1=O	101.0	0.1
CCCCN(C)C(=O)c1ccc2c(c1)N(Cc1ccccc1F)C(=O)c1ccccc1S2=O (configuration not stated)	100.0	-0.6
O=C(/C=C/c1cnc2ccccc2n1)OCC(=O)N1CCCCCC1	99.0	-0.7
COc1ccc(S(=O)(=O)N(CC(=O)Nc2ccccc2Cl)Cc2ccccc2)cc1	105.0	0
CCCN(CCC)c1nc(N2CCCC2)nc(N2CCCC2)n1	103.0	0.8
CS(=O)(=O)c1ncc(N(Cc2ccccc2)Cc2ccco2)c(C(=O)Nc2cccc(C(F)(F)F)c2)n1	110.0	0.8
Cc1nc(N)[nH]c(=O)c1CC(=O)O	101.0	-0.2
COc1cc(C(=O)COC(=O)c2ccccc2)cc(OC)c1OC	101.0	-0.3
CCc1ccc(N2CC(C(=O)NCCCn3ccnc3)CC2=O)cc1 (configuration not stated)	101.0	-0.1
COc1cc2c(cc1OC)C(COc1ccc3c(C)cc(=O)oc3c1)N(C(=O)c1ccco1)CC2 (configuration not stated)	102.0	0.7
CSc1nn(Cc2ccc(F)cc2)c(N(C(C)=O)C(C)=O)c1S(=O)(=O)c1ccccc1	105.0	-0.3
CCOC(=O)C1=C(CN2CCC(C)CC2)NC(=O)NC1c1ccc(F)cc1 (configuration not stated)	107.0	0.2
CCOc1ccc2c(c1)ncn2Cc1ccccc1	101.0	0
Cc1ccn2cc(CNS(=O)(=O)N(C)C)nc2c1	104.0	0.5
CCCc1cc(=O)oc2c(C)c3c(cc12)CN(CCc1ccc(Cl)cc1)CO3	105.0	-0.3
FC(F)(F)c1cccc(OCc2nnc3n2CCC3)c1	105.0	-0.2
Cn1c(=O)n(C)c2cc(CNCc3ccccc3Cl)ccc21	110.0	0.8
CCCCSCc1ccc(C(=O)O)o1	91.0	-2.5
CCOC(=O)C1CCN(c2cc3c(cc2NC(=O)c2ccc(OC)c(OC)c2)n(C)c(=O)n3C)CC1	101.0	-1.1
CCOc1ncccc1C(=O)OCc1cn2cc(Cl)ccc2n1	103.0	0
Cc1ccc(-n2c(C)cc(C=Nc3ccc(-c4nnc5n4CCCCC5)cc3)c2C)cc1	107.0	0.5
CC1C(=O)C(C)C(c2ccc(Br)cc2)NC1c1ccc(Br)cc1 (configuration not stated)	101.0	0.1
CCS(=O)(=O)c1ccc2oc(CN3C(=O)S/C(=C\c4ccccc4Cl)C3=O)nc2c1	104.0	0.3
CC1CN(S(=O)(=O)c2cccs2)C(C)CN1S(=O)(=O)c1cccs1 (configuration not stated)	101.0	-0.2
